Screens as filed in PubChem BioAssay.
GSK3beta inhib = human GSK3beta kinase inhibitors, primary screen, biochemical, cell-free homogeneous, HTS | 300,000 compounds, 0.038% hits | GST-GSK3beta kinase, ADP-Glo luminescence, 60 min; hits give low values | Glycogen synthase kinase-3 beta (Homo sapiens), P49841 | activity score (negative = inhibition), % at 10 µM;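 active = more than half of replicate wells score below -50%, meaning over 50% inhibition versus plate controls; inconclusive = some replicates but at most half score below -50%; inactive = no replicate scores below -50%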;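 also: 0% = median DMSO wells and -100% = median GW8510 positive control wells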
Target sequence (P49841 whole entry, looked up): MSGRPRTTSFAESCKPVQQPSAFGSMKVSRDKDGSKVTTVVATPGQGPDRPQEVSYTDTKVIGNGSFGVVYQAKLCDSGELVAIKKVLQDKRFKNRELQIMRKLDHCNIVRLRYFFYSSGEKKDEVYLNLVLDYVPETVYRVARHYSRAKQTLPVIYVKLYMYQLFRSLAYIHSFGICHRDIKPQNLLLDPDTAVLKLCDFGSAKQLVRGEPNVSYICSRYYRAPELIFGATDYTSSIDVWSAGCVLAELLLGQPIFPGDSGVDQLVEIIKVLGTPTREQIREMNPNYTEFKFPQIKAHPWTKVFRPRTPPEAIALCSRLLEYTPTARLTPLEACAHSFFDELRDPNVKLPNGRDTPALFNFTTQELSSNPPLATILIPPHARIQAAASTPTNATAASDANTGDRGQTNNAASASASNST
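Test system – GST-tagged human GSK3beta kinase, cell-free · Incubation – 60 min enzyme reaction, room temperature · Signal – ADP-Glo luminescence · Also added – peptide substrate and ATP at 25 µM · Controls – DMSO neutral wells and GW8510 at 20 µM as positive · Buffer or medium – Tris/MgCl2 kinase buffer · Measure – Luminescence-derived activity versus plate DMSO and GW8510 wells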
IEC-6 tox = cytotoxicity in IEC-6 intestinal epithelial cells, primary screen, cytotoxicity control for KLF5 inhibitor project, cell-based, luminescence. IEC-6 cytotoxicity, luminescence viability. inhibition, % at 5 µM. 290,000 compounds, 0.78% hits; in the data active = inhibition above about 22%;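 also: 0% = plate median of test compound wells and 100% = cytotoxic reference compound wells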
GSK3A inh = blockers of GSK3A enzyme activity – biochemical, luminescence, cell-free homogeneous, HTS, primary screen. AID 2650, 2010. 320,000 compounds, 0.1% hits. GSK-3 alpha kinase, ADP-Glo luminescence, 60 min. inhibition, % at 10 µM;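 in the data active = inhibition above about 50%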;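 also: GST-tagged GSK-3 alpha with peptide substrate and 25 µM ATP; 0% = DMSO neutral wells and 100% = GW8510 positive control wells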
Target sequence (P49840 whole entry, looked up): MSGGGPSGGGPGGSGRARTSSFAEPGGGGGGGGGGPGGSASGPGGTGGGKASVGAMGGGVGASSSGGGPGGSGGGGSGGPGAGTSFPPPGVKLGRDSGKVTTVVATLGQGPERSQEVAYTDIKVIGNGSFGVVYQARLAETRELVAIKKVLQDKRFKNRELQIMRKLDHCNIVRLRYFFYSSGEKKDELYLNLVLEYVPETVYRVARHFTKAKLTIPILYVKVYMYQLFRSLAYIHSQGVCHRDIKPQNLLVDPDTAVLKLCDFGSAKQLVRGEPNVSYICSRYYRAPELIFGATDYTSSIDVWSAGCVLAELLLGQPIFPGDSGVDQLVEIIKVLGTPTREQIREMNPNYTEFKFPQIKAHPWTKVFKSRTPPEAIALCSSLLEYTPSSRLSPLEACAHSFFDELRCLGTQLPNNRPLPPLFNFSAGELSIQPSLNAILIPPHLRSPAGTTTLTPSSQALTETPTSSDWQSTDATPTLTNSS
Dyrk1A ADPGlo = rat Dyrk1A kinase inhibitors, primary screen, biochemical, single point, plate reader; AID 504441, 2011; ADP-Glo luminescence, NFATc1 peptide; Dual specificity tyrosine-phosphorylation-regulated kinase 1A (Rattus norvegicus), Q63470; inhibition, % at 12.5 µM; 310,000 compounds, 0.43% hits; in the data active = inhibition above about 50%;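 also: plate controls were vehicle with enzyme for no effect and no enzyme for full effect; many of its hits are not listed in these tables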
aSyn UTR inh = MLPCN primary screen, SNCA 5' untranslated region; alpha-synuclein 5'UTR reporter, inhibitor activity; inhibition, % (tested at 7.5 µM); 300,000 compounds, 0.82% hits; AID 1813, 2009; in the data active = inhibition above about 60%; inconclusive = no clear call, values can overlap the other calls;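 also: H4 neuroglioblastoma cells stably carrying SNCA 5'UTR luciferase fusion; 0% = DMSO wells and 100% = positive control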
HSF1 inh = HSF1 inhibitors in luciferase reporter cells, primary screen, cell-based, NIH3T3, luminescence; NIH3T3-HGL HSE-luciferase, MG132-induced, luminescence 8 h; hits give low values; activity change, negative = inhibition, % at 7.5 µM (by protocol); 300,000 compounds, 0.77% hits;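 active = more than half of replicate wells show activity change below -50%, luminescence cut by over half; inconclusive = some wells, but at most half, below -50%; inactive = no replicate well below -50%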;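 also: luciferase reports HSF-1 transcriptional activity via heat shock element; 0% = median of DMSO wells and -100% = zero luminescence signal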
HSP90 inh = HSP90 inhibitors, primary screen, cell lysate, luminescence | inhibition, % at 5.6 µM | Heat shock protein HSP 90 (rabbit reticulocyte lysate; luciferase refolding) | AID 1789, 2009 | 290,000 compounds, 0.91% hits | Rabbit reticulocyte lysate, luciferase refolding luminescence, 3 h;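 active = inhibition above the screen-wide mean plus 3 SD, computed separately per campaign, cut at about 16% in these data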;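 also: 0% = DMSO wells and 100% = 60 µM geldanamycin wells; inhibitors lower the luminescence because luciferase stays unfolded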
Platelet DG rel = inhibitors of platelet dense granule secretion, primary screen, cell-based, MLPCN, human platelets; human platelet-rich plasma, SFLLRN dense granule ATP release, luminescence; inhibition, %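 (compounds screened at 7.5 µM in platelet-rich plasma)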; 300,000 compounds, 0.22% hits; AID 1663, 2009;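 active = mean replicate score, as percent of positive control, at or above 50; inconclusive = mean below 50 but at least one replicate at or above 50; inactive = mean and every replicate below 50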
KLF5 inhibitor = KLF5 expression inhibitors, primary screen, DLD-1 cells, luminescence | 290,000 compounds, 0.23% hits | inhibition, % at 5 µM | DLD-1 KLF5 promoter-luciferase reporter | AID 1700, 2009;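 active = inhibition above a per-plate limit of that plate's mean compound inhibition plus 3 SD, cut at about 60% in these data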;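 also: 0% = DMSO wells and 100% = LY294002 at 200 µM; higher means less KLF5 promoter-driven luciferase light; inactives centre near -14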
HSF-1 act = HSF-1 activators, primary screen, NIH3T3-HGL cells, MG132 stress, luminescence, single point; NIH3T3-HGL HSF-1 luciferase reporter, 8 h; 100% = twice DMSO control signal; activation, % at 9 µM; 300,000 compounds, 1.7% hits; AID 504408, 2011;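 active = mean replicate activation of at least 50% with a set share of replicates each reaching 50%; inconclusive = only one of those two conditions met; inactive = mean below 50% and too few replicates reaching it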;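 also: 0% = median of the neutral control wells and 100% = twice that signal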
* marks the source's active call; other numbers are inactive results; u = inconclusive; x = not tested or not shown.

Each structure is followed by: GSK3beta inhib, IEC-6 tox, GSK3A inh, Dyrk1A ADPGlo, aSyn UTR inh, HSF1 inh, HSP90 inh, Platelet DG rel, KLF5 inhibitor, HSF-1 act
O=C(c1ccc2c(c1)OCO2)C1CCCN(Cc2ccc(OC(F)F)cc2)C1 (stereo unspecified)
→ -6, 1, -1, 6, -1, -3, 4, -4, -25, -18
COC(=O)c1ccc(COc2ccc(C(=O)c3ccccc3)cc2)o1
→ -2, -13, 2, -1, 8, 6, -2, -11, -36, 13
COC(=O)c1ccccc1NC(=O)COc1ccc(S(=O)(=O)NC(C)C)cc1
→ 3, 2, 0, 6, 14, 4, 3, 4, -23, 2
Cn1c(=O)c2c(nc(CN3CCN(c4ccccc4)CC3)n2CCCc2ccccc2)n(C)c1=O
→ 3, 2, -1, x, 9, -1, 4, 16, 8, -12
CC(=O)N1CCN(c2ccc(Oc3ncnc4sccc34)cc2)CC1
→ -3, 1, 0, -3, 25, -15, -3, 0, -9, -16
COc1ccc(Cl)cc1Nc1cc(C)nc2nc(C)nn12
→ -1, 1, x, 17, -9, -7, 5, -3, 13, 1
Cc1nc(-c2ccc(Cl)cc2)sc1C1(C)CC(c2cccnc2)=NO1 (stereo unspecified)
→ 2, x, -3, 0, -122, 30, x, 7, x, 30
Cc1cc(C)n2cc(CSc3ccc(Cl)cc3)nc2n1
→ 1, 8, 0, 2, -52, 6, 4, -17, -11, 8
Fc1ccc(-c2cc(C(F)(F)F)nc(-n3cncn3)n2)cc1
→ 5, -1, 2, -2, 21, 5, 0, 7, -11, 7
CC(=O)c1cc(C#N)c(Oc2ccc(F)cc2)nc1C
→ 3, -8, -1, 3, -7, -5, -4, -1, -7, -12
COC(=O)c1ccc(CN2CCC(n3nccc3NC(=O)C3CCCC3)CC2)cc1
→ -1, -1, 0, -2, 12, 1, 2, 2, -21, 1
COc1ccc(C(=O)NCc2nnc(SCC(=O)NO)n2Cc2ccccc2)cc1
→ 3, 5, -1, -5, -4, -6, -6, 1, -2, 3
CC1(C)CC(=O)C2=C(C1)OC(N)=C(C#N)C2c1cccc(OC(=O)c2ccco2)c1 (stereo unspecified)
→ 2, -4, 0, 7, -15, -2, 4, 7, 6, 21
S=C(Nc1ccc2c(c1)OCO2)Nc1ccccc1Cl
→ 0, 12, -3, -8, -85, 8, 9, 5, -32, 25
CCCCn1c(N)c(N(CC(C)C)C(=O)C2CCN(c3ncnc4sc(C)c(C)c34)CC2)c(=O)[nH]c1=O
→ 8, x, -3, -4, 15, -34, x, -4, x, -50

2 entries drawn at random from the list so far:
Each structure is followed by: GSK3beta inhib, IEC-6 tox, GSK3A inh, Dyrk1A ADPGlo, aSyn UTR inh, HSF1 inh, HSP90 inh, Platelet DG rel, KLF5 inhibitor, HSF-1 act
O=C(c1ccc2c(c1)OCO2)C1CCCN(Cc2ccc(OC(F)F)cc2)C1 (stereo unspecified)
→ -6, 1, -1, 6, -1, -3, 4, -4, -25, -18
COc1ccc(Cl)cc1Nc1cc(C)nc2nc(C)nn12
→ -1, 1, x, 17, -9, -7, 5, -3, 13, 1

For convenience, some entries already given.
Each structure is followed by: GSK3beta inhib, IEC-6 tox, GSK3A inh, Dyrk1A ADPGlo, aSyn UTR inh, HSF1 inh, HSP90 inh, Platelet DG rel, KLF5 inhibitor, HSF-1 act
CC(=O)N1CCN(c2ccc(Oc3ncnc4sccc34)cc2)CC1
→ -3, 1, 0, -3, 25, -15, -3, 0, -9, -16
COc1ccc(Cl)cc1Nc1cc(C)nc2nc(C)nn12
→ -1, 1, x, 17, -9, -7, 5, -3, 13, 1
Cc1nc(-c2ccc(Cl)cc2)sc1C1(C)CC(c2cccnc2)=NO1 (stereo unspecified)
→ 2, x, -3, 0, -122, 30, x, 7, x, 30
Cc1cc(C)n2cc(CSc3ccc(Cl)cc3)nc2n1
→ 1, 8, 0, 2, -52, 6, 4, -17, -11, 8
Fc1ccc(-c2cc(C(F)(F)F)nc(-n3cncn3)n2)cc1
→ 5, -1, 2, -2, 21, 5, 0, 7, -11, 7

The list continues.
Each structure is followed by: GSK3beta inhib, IEC-6 tox, GSK3A inh, Dyrk1A ADPGlo, aSyn UTR inh, HSF1 inh, HSP90 inh, Platelet DG rel, KLF5 inhibitor, HSF-1 act
CC(=O)Nc1sc(/C(C#N)=C\c2cccc(Cl)c2)nc1-c1ccc(C)cc1
→ 5, -6, -3, -1, 14, 5, 1, 19, -12, 3
Cc1ccccc1CC1(CO)CCCN(C(=O)c2cc(Cl)ccc2F)C1 (stereo unspecified)
→ -4, 0, -3, -3, 10, 5, 2, 3, -30, 3
CC1(C)CC(=O)C2=C(C1)OC(N)=C(C#N)[C@@H]2c1ccccc1[N+](=O)[O-]
→ -5, 0, 4, 33, -24, -3, 1, -6, 0, 3
CCOC(=O)c1csc(NC(=O)CSc2nnnn2-c2ccc(OC)c(OC)c2)n1
→ -4, -2, -2, 17, 25, 3, 0, -8, -8, -9
COc1ccc(OCC(=O)NS(=O)(=O)c2ccccc2)cc1
→ 2, 8, -3, -7, -8, 1, -4, 22, -11, -26
COc1cccc(N2CCN(Cc3nc4ccccc4c(=O)[nH]3)CC2)c1
→ -3, -1, -2, 1, -2, 11, -2, 6, 9, 14
CCCc1c(C(=O)N/N=C/c2ccc(C)s2)nnn1-c1nonc1N
→ -1, -5, 2, 8, -15, -1, -7, -2, -36, 14
O=C(Cn1c(=O)n(-c2ccccc2)c(=O)c2sccc21)N1CCCC1
→ 3, -5, x, 2, 9, -2, -2, 5, -12, -10
CN(C)S(=O)(=O)c1cccc(NC(=O)COC(=O)c2ccc(Br)o2)c1
→ x, 6, 1, x, 23, -10, 0, -1, -5, -10
COc1ccc(-c2nc(CS(=O)CC(=O)NCCc3ccc(C)cc3)c(C)o2)cc1OC (stereo unspecified)
→ 0, 7, -1, 0, 33, -3, 1, u, -15, -4
COc1ccc(C(=O)Cn2c(C)nc([N+](=O)[O-])c2Br)cc1
→ 0, -4, -2, 16, 2, 97, 22*, -1, 21, 172*
COc1ccccc1CNS(=O)(=O)c1c(C)noc1C
→ -2, 4, -2, -2, 1, -2, 2, 5, -1, 15
N#Cc1ccccc1NC(=O)Nc1cccc(Cl)c1
→ 2, 1, 1, 3, 18, 5, -3, -15, 0, 29
O=c1c2ccccc2[nH]c(=S)n1CCN1CCCCC1
→ 0, -6, 1, -1, 1, 0, 0, -70, -30, 26
Cc1noc(C)c1S(=O)(=O)N1CCCC1C(=O)O (stereo unspecified)
→ 4, -5, 3, -4, -21, -4, 1, -2, -29, 2
O=C(Cc1cnn(-c2ccccc2)c1)c1ccc(O)c(O)c1O
→ 1, -2, -1, 10, -81, 16, 5, -3, -44, u
COc1ccccc1NC(=O)C1=C(C)NC2=C(C(=O)CCC2)C1c1ccc2c(c1)OCO2 (stereo unspecified)
→ -1, 7, -3, 8, 13, 5, 5, -11, -1, 6
CC(c1ccccn1)N(CCN(C)C)C(=S)Nc1cccc(F)c1 (stereo unspecified)
→ -4, -2, 4, -2, -38, -1, 5, -3, 15, 10
CCOC(=O)C(NC(C)=O)(N1CCOCC1)C(F)(F)F (stereo unspecified)
→ 1, -4, -2, x, 4, -13, 1, -4, -5, -10
Cc1ccc(-n2nnnc2SCC(=O)c2c(N)n(CC(C)C)c(=O)n(C)c2=O)cc1
→ 5, -2, 3, 6, -12, 1, -3, -10, -4, 6
CCOC(=O)C1CCN(C(=O)c2ccccc2NS(=O)(=O)c2ccc(F)cc2)CC1
→ 3, -3, 1, 0, -6, 6, 1, -2, -8, 35
CSc1ccccc1NC(=O)c1ccccc1C
→ 0, -2, 0, -1, -12, -2, -4, 0, -48, 4
O=C(NCC1CCN(S(=O)(=O)c2ccccc2)CC1)Nc1ccccc1
→ -1, 0, 0, x, -17, 7, 3, -6, 17, -1
CN(C)c1nccc(NCc2ccccc2)c1C#N
→ -1, 2, -1, 6, -13, 0, 1, 9, -39, -2
CC(C)(/C=N/NC(=O)CSCc1ccc(Cl)cc1)CCC#N
→ 5, 0, x, 2, 17, 3, -1, -1, -18, 20
COc1ccc(CCNC(=O)CCC(=O)N2CC(C)Oc3ccc(Cl)cc32)cc1OC (stereo unspecified)
→ -6, -1, 0, -7, 16, -2, -1, 6, -14, 3
CC(CCc1ccccc1)NC(=O)C1CCN(S(=O)(=O)N2CCCCC2)CC1 (stereo unspecified)
→ -1, 6, 1, 6, 28, 1, 0, -14, -8, 5
O=C(O)C1CCN(C(=O)CSc2nc3ccccc3s2)CC1
→ 2, 6, -1, -1, -23, -6, -1, 1, 0, 1
CC(O)c1nc2ccc(C(=O)O)cc2[nH]1 (stereo unspecified)
→ -2, 1, -1, 1, 1, -5, 14, 20, -33, -6

Not all compounds are listed; count on the stated rates, not on these rows.
